From PubChem
PG9 Ab binder: binders of HIV-1 gp120 antibody PG9, primary screen, biochemical, TR-FRET. HIV-1 gp120 / PG9 antibody interaction. TR-FRET gp120-PG9 antibody binding. 360,000 tested, 0.43% active. inhibition, % at 6.7 µM. AID 624416, 2012; in the data active = inhibition above about 8.5%
HGIII-sPLA2 inh: human group III sPLA2 inhibitors, primary screen, biochemical, QFRET, BODIPY PC-A2 liposome substrate. QFRET BODIPY PC-A2 liposome hydrolysis, fluorescence. inhibition, % at 12.2 µM. Group 3 secretory phospholipase A2 (Homo sapiens), Q9NZ20. 370,000 tested, 0.56% active;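 active = inhibition above mean plus 3 SD of compounds lying within the high and low control bounds, cut at about 19% in these data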;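 note: 0% = median of test compound wells and 100% = no enzyme DMSO wells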
FXN GAA850 act: FXN promoter activators, primary screen, cell-based, luciferase luminescence, HEK293 lucGAA850 | HEK293 lucGAA850 FXN promoter luciferase reporter, 24 h; percent of 10 µM SAHA response | activation, % at 6 µM | 360,000 tested, 0.56% active | AID 540364, 2011;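 active = activation above the average of all compounds screened plus 3 SD, cutoff fixed separately per campaign, cut at about 7.5% in these data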;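 note: 0% = DMSO wells and 100% = 10 µM SAHA wells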
PLCb3 inh: human PLC-beta3 inhibitors, primary screen, biochemical, fluorescence; Purified PLC-beta3, fluorogenic substrate; inhibition, % at 12.2 µM; 370,000 tested, 0.18% active; AID 720704, 2013; in the data active = inhibition above about 11%;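 note: 0% = median of compound wells on plate and 100% = full blocker control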
Target sequence (Q01970 whole entry, looked up): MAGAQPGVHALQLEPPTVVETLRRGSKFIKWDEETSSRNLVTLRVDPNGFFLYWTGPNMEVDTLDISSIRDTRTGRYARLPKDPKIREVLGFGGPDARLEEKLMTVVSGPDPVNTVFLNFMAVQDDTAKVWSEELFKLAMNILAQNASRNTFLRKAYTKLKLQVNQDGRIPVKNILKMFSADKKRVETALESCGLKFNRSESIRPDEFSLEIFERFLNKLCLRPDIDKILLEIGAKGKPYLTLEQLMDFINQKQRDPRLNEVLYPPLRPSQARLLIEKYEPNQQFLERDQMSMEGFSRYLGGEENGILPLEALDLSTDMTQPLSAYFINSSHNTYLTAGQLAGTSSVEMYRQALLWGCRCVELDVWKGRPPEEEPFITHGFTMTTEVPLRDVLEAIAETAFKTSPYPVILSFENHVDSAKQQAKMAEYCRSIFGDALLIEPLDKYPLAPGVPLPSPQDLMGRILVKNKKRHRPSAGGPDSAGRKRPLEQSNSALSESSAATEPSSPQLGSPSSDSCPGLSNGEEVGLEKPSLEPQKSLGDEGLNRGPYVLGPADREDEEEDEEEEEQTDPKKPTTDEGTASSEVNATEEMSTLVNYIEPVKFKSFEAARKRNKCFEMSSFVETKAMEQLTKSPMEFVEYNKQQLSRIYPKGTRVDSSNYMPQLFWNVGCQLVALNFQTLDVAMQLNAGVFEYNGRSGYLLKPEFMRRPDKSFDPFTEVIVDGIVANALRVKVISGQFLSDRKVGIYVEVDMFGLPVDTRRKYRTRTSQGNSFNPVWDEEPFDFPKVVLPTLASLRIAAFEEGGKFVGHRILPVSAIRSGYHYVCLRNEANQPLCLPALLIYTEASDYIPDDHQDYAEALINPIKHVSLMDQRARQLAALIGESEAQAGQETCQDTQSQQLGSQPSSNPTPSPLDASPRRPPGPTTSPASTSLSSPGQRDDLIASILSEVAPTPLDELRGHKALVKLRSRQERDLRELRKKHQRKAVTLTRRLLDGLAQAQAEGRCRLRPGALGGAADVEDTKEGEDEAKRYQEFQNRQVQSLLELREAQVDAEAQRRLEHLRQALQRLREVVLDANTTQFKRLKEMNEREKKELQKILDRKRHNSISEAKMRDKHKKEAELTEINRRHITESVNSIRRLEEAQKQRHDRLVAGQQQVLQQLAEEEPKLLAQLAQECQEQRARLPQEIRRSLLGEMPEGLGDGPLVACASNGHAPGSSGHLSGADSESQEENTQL
ssDAF12 agonist: S. stercoralis DAF-12 nuclear receptor activators, primary screen, cell-based, luminescence, HEK293, GRIP1 co-expression, lit1-tk-luc; Nuclear hormone receptor DAF-12 (Strongyloides stercoralis); HEK293 ssDAF-12/GRIP1 lit1-tk-luc reporter; % of 3 µM dafachronic acid response; activation, % at 6.8 µM; 370,000 tested, 1% active;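 active = activation above the mean over all tested compounds plus 3 SD, cut at about 0.9% in these data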;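 note: 0% = DMSO-only wells and 100% = 3 µM delta7-dafachronic acid wells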
SMARCA2 act: SMARCA2 (BRM) function activators, primary screen, cell-based, luminescence, high throughput. 370,000 tested, 1% active. MG213 cells, MMTV-luciferase reporter, dexamethasone, overnight. AID 652017, 2013. activation, % at 9.1 µM; in the data active = activation above about 7.8%;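 note: 0% = vehicle wells and 100% = reference activator wells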
NR1D1 modulator: modulators of Rev-erb alpha DNA binding, primary screen, biochemical, FITC-DNA, fluorescence polarization, uHTS; activity, % at 10 µM; Nuclear receptor subfamily 1 group D member 1 (Homo sapiens), P20393; Rev-erbα–FITC-DNA binding, 90 min; AID 1259318, 2017; 370,000 tested, 0.79% active;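 active = activity above about 14%, limit read from the data; passing the limit was not always enough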;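 note: 0% = DMSO wells with 35 nM protein and 100% = DMSO wells with 750 nM protein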
hgDAF12 agonist: H. glycines DAF-12 receptor agonists, primary screen, cell-based, luminescence, HEK293, GAL4 fusion, UAS-luciferase | Nuclear hormone receptor DAF-12 (Heterodera glycines), GAL4 fusion | HEK293 GAL4-hgDAF12 UAS-luciferase reporter, agonist luminescence; normalized to butyrate control | activation, % at 6.8 µM | 370,000 tested, 1.8% active;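 active = activation above a cutoff set at the mean of all screened compounds plus 3 SD, cut at about 10% in these data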;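 note: 0% = DMSO wells and 100% = sodium butyrate wells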
DAX1 inh-1: DAX1 (NR0B1) inhibitors on StAR promoter, primary screen, cell-based, luminescence, SF-1 (NR5A1), full-length DAX-1; HEK293T StAR-luciferase reporter, SF-1/DAX-1 repression relief; inhibition, % at 6.8 µM; 370,000 tested, 1.1% active; AID 652010, 2013;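 active = inhibition above the mean over all tested compounds plus 3 SD, cut at about 3.6% in these data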;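 note: 0% = DAX-1 cells with DMSO and 100% = cells lacking DAX-1 with DMSO; higher inhibition means more luminescence from relief of DAX-1 repression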
hcDAF-12 act: H. contortus DAF-12 nuclear receptor activators, primary screen, cell-based, luminescence, HEK293, lit1-tk-luc reporter | activation, % at 6.8 µM | 370,000 tested, 1.4% active | HEK293 hcDAF-12 lit1-tk-luc reporter; 0% DMSO, 100% Δ7-dafachronic acid | AID 652067, 2013;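 active = activation above the mean of all tested compounds plus 3 SD, cut at about 5.5% in these data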;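 note: 100% = response to 3 µM Δ7-dafachronic acid high control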
DAX1 inh-2: DAX1 (NR0B1) inhibitors, primary screen, cell-based, HEK293, Gal4-DAX1, luciferase luminescence; 340,000 tested, 0.99% active; AID 504766, 2011; HEK293 Gal4-DAX1 luciferase reporter; Nuclear receptor subfamily 0 group B member 1 (Homo sapiens), P51843; inhibition, % at 6.75 µM;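 active = inhibition above the mean over all tested compounds plus 3 SD, cut at about 4.2% in these data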;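 note: 0% = DAX1-transfected cells with DMSO and 100% = empty-vector control cells with DMSO; inhibition shows as a rise in luminescence from relieved DAX1 repression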
Starred values were filed as active, the others as inactive; x = no result given. An unsorted share of the library; 7% or so of the library scored in one or more.

SMILES	PG9 Ab binder	HGIII-sPLA2 inh	FXN GAA850 act	PLCb3 inh	ssDAF12 agonist	SMARCA2 act	NR1D1 modulator	hgDAF12 agonist	DAX1 inh-1	hcDAF-12 act	DAX1 inh-2
COc1ccc(CCNC(=S)N2CCN(S(=O)(=O)c3ccccc3)CC2)cc1	-1.3	1	1.5	-1	-0.9	-2	-4	-1.4	-2.2	-2.6	0.7
CCN(Cc1ccccc1)S(=O)(=O)c1ccc(C(=O)N2CCN(c3nc4ccccc4s3)CC2)cc1	0.2	-15	-1.6	-4	-0.7	-1	0	1.7	-0.7	-1.0	-0.1
c1ccc(CNC2=NCCC2)nc1	-1.6	2	-1.0	2	-1.0	-2	-7	-0.2	0.3	2.5	-1.3
COC(=O)c1c(NC(=O)CSc2nnnn2-c2ccccc2)sc2c1CCC(C(C)(C)C)C2 (configuration not stated)	1.2	4	-1.5	-6	-0.2	-1	-2	-0.6	-0.2	-1.1	0.5
CN(c1ccccc1)c1nc(N2CCCC2)nc(-n2ccnc2)n1	2.2	-3	0.6	1	-1.1	1	10	1.5	-0.9	-2.7	-1.3
CCC(=O)c1ccc(OCC(=O)OCC(=O)N2CCN(c3ccc(OC)cc3)CC2)cc1	-1.2	2	0.1	-6	-0.6	-2	3	-0.8	0.1	-0.7	1.6
COc1ccc(NC(=O)CCOc2ccccc2C)cc1S(=O)(=O)N1CCCCC1	0.1	-13	-0.4	4	-1.9	-3	8	-5.6	-6.0	-2.9	-2.4
O=[N+]([O-])c1cc(Cl)ccc1N1CCN(c2cccc(C(F)(F)F)c2)CC1	-0.1	3	-0.2	-4	-1.3	-3	7	4.2	-0.1	0.7	2.8
COc1ccc(S(=O)(=O)N2CCN3CCCC3C2)cc1 (configuration not stated)	-2.0	-6	-2.2	-7	0.2	0	5	2.4	-0.4	-2.1	3.0
COc1ccc(/C=N/NC(=O)Cn2cnc3c2c(=O)n(C)c(=O)n3C)c(OC)c1OC	0.0	8	0.7	-7	-1.0	-3	2	-0.1	-0.3	-2.2	x
Cc1ccc(S(=O)(=O)NNC(=O)Cc2cccn2C)cc1	0.1	-14	-1.8	-2	0.2	3	-5	-0.2	0.4	-0.8	1.5
O=C(CCN1C(=O)c2ccc([N+](=O)[O-])cc2C1=O)Nc1nccs1	-1.4	4	1.6	1	-1.4	-2	8	1.3	-0.6	0.9	0.9
CN1CCCC(C(=O)C(C#N)c2ccccc2)C1 (configuration not stated)	0.9	0	1.7	-1	-0.7	-7	-1	-0.1	-0.2	-1.1	0.0
COc1cc(NC(=O)c2ccccc2)ccc1NC(=O)c1cc2ccccc2o1	0.2	6	1.0	-11	-1.1	1	-7	0.2	-0.4	-0.1	-0.3
NC(=O)c1cc2c(s1)-c1cc(Cl)ccc1SC2	-0.9	-3	0.2	-391	-0.3	-3	-1	3.4	1.9	4.0	1.4
COc1ccc(N2CCN(CCCNC(=O)Cc3ccc(C(F)(F)F)cc3)CC2)cc1	x	11	x	1	-1.6	-3	-4	0.1	-0.3	-0.1	x
Cc1ccc2[nH]c(=O)c(CN(CCO)Cc3nnnn3CCc3ccccc3)cc2c1	-0.5	-3	1.1	-135	0.3	0	1	8.1	0.2	3.6	1.7
CCCCn1c(SCC(=O)N2CCc3ccccc32)nnc1-c1ccncc1	1.4	3	-0.6	-7	-1.3	-4	-8	0.4	-0.3	1.5	3.5
CC(C)Cc1nnc(NC(=O)Cc2ccccc2[N+](=O)[O-])s1	-1.1	-19	3.7	2	-0.9	-1	2	-1.1	0.3	2.6	-0.8
Cc1ccc(NC(=O)CCCSc2ccccc2)cc1S(=O)(=O)N1CCOCC1	-0.3	-36	-1.5	-3	-2.3	-3	-7	-2.0	-2.0	-2.9	-0.6
O=C(NCc1cccnc1)C(C(=O)c1ccc(F)cc1)n1ccccc1=O (configuration not stated)	1.3	4	-0.8	7	-1.5	0	-4	-0.3	0.2	-0.9	1.9
Cc1ccc2oc(-c3ccccc3)c(C(=O)O)c(=O)c2c1	-0.3	0	3.7	-11	0.1	2	1	18*	2.9	6.7*	1.7
CC(Oc1ccc(Cl)cc1Cl)c1nc(-c2ccc(NC(=O)c3cccnc3)cc2)no1 (configuration not stated)	-2.8	-4	0.4	2	-1.2	0	-1	-1.5	-2.9	-0.6	-0.8
COc1ccc2nc(N3C(=O)C(O)=C(C(=O)c4ccco4)C3c3ccc(C)o3)sc2c1 (configuration not stated)	-1.8	5	4.8	-66	-0.4	2	10	6.2	1.1	0.9	2.1
Cc1cc(OCC(=O)N(C(C)C)C(C)C)ccc1Cl	-1.6	-5	0.1	-3	-1.8	-4	-8	-1.5	-0.8	-1.4	0.3
Cc1ccc2cc(CNC(C)C)c(=O)[nH]c2c1	0.5	1	-1.2	-52	0.3	0	1	1.5	0.5	2.7	0.2
Cc1ccc(C2=NS(=O)(=O)N(C)C(C(=O)N3CCCCC3)=C2)cc1	-0.8	10	1.4	-23	-0.8	-2	-1	0.5	-0.4	0.8	-0.1
CNS(=O)(=O)c1cccc(C(=O)OCC(=O)c2cc(C)n(-c3ccc4c(c3)OCO4)c2C)c1	-0.7	-23	0.6	-3	-1.3	-4	5	-0.9	-0.5	-2.3	0.5
CC(C)Oc1ccc(S(=O)(=O)N2CCCCC2)cc1NC(=O)CN1C(=O)NC(C)(C2CC2)C1=O (configuration not stated)	-0.8	5	1.5	-6	-1.5	-5	1	-2.1	4.7*	-0.6	-0.1
C=CCn1c(=O)[nH]c2cc(C(=O)N3CCN(c4cccc(Cl)c4)CC3)ccc2c1=O	0.6	-17	-1.9	-2	-1.6	-2	-1	-1.3	-0.3	-0.6	0.1

7 of these compounds, reformatted.
The line under a structure holds: PG9 Ab binder	HGIII-sPLA2 inh	FXN GAA850 act	PLCb3 inh	ssDAF12 agonist	SMARCA2 act	NR1D1 modulator	hgDAF12 agonist	DAX1 inh-1	hcDAF-12 act	DAX1 inh-2
- c1ccc(CNC2=NCCC2)nc1
    -1.6	2	-1.0	2	-1.0	-2	-7	-0.2	0.3	2.5	-1.3
- CC(Oc1ccc(Cl)cc1Cl)c1nc(-c2ccc(NC(=O)c3cccnc3)cc2)no1 (configuration not stated)
    -2.8	-4	0.4	2	-1.2	0	-1	-1.5	-2.9	-0.6	-0.8
- CCC(=O)c1ccc(OCC(=O)OCC(=O)N2CCN(c3ccc(OC)cc3)CC2)cc1
    -1.2	2	0.1	-6	-0.6	-2	3	-0.8	0.1	-0.7	1.6
- CCCCn1c(SCC(=O)N2CCc3ccccc32)nnc1-c1ccncc1
    1.4	3	-0.6	-7	-1.3	-4	-8	0.4	-0.3	1.5	3.5
- CCN(Cc1ccccc1)S(=O)(=O)c1ccc(C(=O)N2CCN(c3nc4ccccc4s3)CC2)cc1
    0.2	-15	-1.6	-4	-0.7	-1	0	1.7	-0.7	-1.0	-0.1
- NC(=O)c1cc2c(s1)-c1cc(Cl)ccc1SC2
    -0.9	-3	0.2	-391	-0.3	-3	-1	3.4	1.9	4.0	1.4
- COc1ccc(/C=N/NC(=O)Cn2cnc3c2c(=O)n(C)c(=O)n3C)c(OC)c1OC
    0.0	8	0.7	-7	-1.0	-3	2	-0.1	-0.3	-2.2	x

(cont.)
SMILES	PG9 Ab binder	HGIII-sPLA2 inh	FXN GAA850 act	PLCb3 inh	ssDAF12 agonist	SMARCA2 act	NR1D1 modulator	hgDAF12 agonist	DAX1 inh-1	hcDAF-12 act	DAX1 inh-2
COc1ccc(C(=O)N2CCN(CCCc3ccccc3)CC2)cc1OC	0.0	1	0.2	-1	-0.8	-2	-1	-3.6	-0.8	-1.1	0.1
COC(=O)c1ccc(C(=O)Nc2ccc(N)cc2N)cc1	-0.7	-10	-2.1	-13	-0.5	0	0	0.8	0.5	0.8	0.6
O=C(NC1CCS(=O)(=O)C1)Oc1ccccc1 (configuration not stated)	-0.6	0	0.3	4	-1.0	0	-1	2.6	-0.1	0.5	-0.1
Cc1cc(C)c(OCC(=O)Nc2ccccc2N2CCCCC2)c(C)c1	0.2	12	-0.1	1	-0.5	2	0	0.1	0.4	-0.1	0.2
Cc1ccc(NC(=O)CCC(=O)n2nc(C)cc2C)c(C)c1	-2.1	1	1.6	6	-0.9	-3	x	3.0	-0.1	0.3	0.9
O=C(NCC(c1cccs1)N1CCOCC1)c1ccc([N+](=O)[O-])cc1 (configuration not stated)	0.1	4	1.8	2	-0.6	-1	-1	0.1	0.2	2.2	0.2
COC(=O)c1ccccc1NS(=O)(=O)c1ccc2[nH]c(=O)[nH]c2c1	-0.9	3	2.2	-4	-1.8	-1	8	-1.2	0.0	-1.4	0.1
O=C1CN(C(=O)NCC(=O)N[C@H](Cc2ccccc2)C(=O)O)c2ccccc2N1	3.2	4	1.1	3	-1.5	0	-3	2.7	1.0	0.2	1.0
O=C(C1CCCN(S(=O)(=O)c2cc(Cl)ccc2Cl)C1)N1CCOCC1 (configuration not stated)	0.3	-1	0.2	-2	-0.9	1	-1	-0.4	0.0	-0.5	-0.3
COc1cc2c(cc1OC)C(c1cccs1)N(C(=S)NC(C)C)CC2 (configuration not stated)	1.0	1	-3.5	-1	-1.8	-1	-6	4.0	3.1	-1.8	2.0
Cc1ccc(CNC(=O)CCNS(=O)(=O)c2ccc(Br)s2)cc1	-4.4	-9	1.8	1	-0.3	0	2	0.2	0.5	-0.9	0.5
Cc1ccc(C(=O)N/N=C/c2cccnc2)cc1Cl	-0.1	11	0.8	-6	1.7*	3	-1	-1.0	0.5	-1.3	-0.7
Cc1ncc(CO)c2cc(S(=O)(=O)c3ccc(F)cc3)c(=O)oc12	-0.5	1	0.7	-14	-0.5	0	3	1.6	0.2	-1.5	0.4
COc1ccccc1/C=C/C=N/n1c(C2CCCCC2)n[nH]c1=S	-0.7	11	1.5	-19	-1.4	-2	8	-3.2	0.0	-1.3	0.6
N#CC1=C(N)N(c2ccccc2)C2=C(C(=O)CCC2)C1c1cccs1 (configuration not stated)	1.2	-5	4.8	-39	-1.7	1	3	0.6	-0.3	2.0	0.4
